High-throughput results from PubChem BioAssay.
TSHR antagonist = antagonists of human thyroid stimulating hormone receptor; TSHR-expressing cells, TSH-stimulated cAMP HTRF, 2 h; active compounds read low; activity change, negative = inhibition, % at 11.5 µM; 0.2% of 330,000 active;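 active means activity change below a set negative limit, meaning inhibition stronger than a set level, cut at about -70% in these data; inconclusive means activity change between two set negative limits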; further: on the % scale 0 is the no-effect control and ±100 the full control effect
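Read-out is FRET at 665 nm (cryptate excitation 337 nm) from a cryptate-tagged anti-cAMP antibody, competed by cell cAMP against cAMP-d2. Compounds are tested on freshly harvested TSHR cells challenged with 4nM TSH (EC80) for 2 hours at 37 deg C.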
A-T KAP1 phos = candidate therapy for ataxia-telangiectasia; AID 485349; […] A-T fibroblasts, KAP-1 phosphorylation AlphaLISA; neocarzinostatin DNA damage 30 min before lysis; Potency, µM (doses to about 57.5 µM), inactives show top-dose activation, usual class: activators; 0.19% of 320,000 active; further: potency means the concentration at half of the fitted maximal effect; % of control where 0% means no effect; nearly all actives have a fitted effect of over 45% in size
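ATM-like activity read as KAP-1 phosphorylation via AlphaLISA donor/acceptor antibody pairs after lysis and 6 hr at 25C. Cells were ATM-null patient fibroblasts ([…], hTERT), dosed 60 min, then exposed to the DSB inducer NCS for 30 min.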
PTAP TSG101 blk = blocks PTAP/TSG101 interaction to inhibit HIV-1 budding. 340,000 tested, under 10 active. AID 493005. Potency, µM (doses to about 115 µM), for the others: top-dose activity change, negative = inhibition, actives largely listed as inhibitors. Fluorescence polarization, FITC-PTAP peptide / Tsg101 binding; active means well fitted inhibition curve with a large enough effect in the main read-out, with a control signal flat, not every such curve was filed as active; inconclusive means small, poorly fitted or top-dose-only effect, or effect the other way, or a change in a side signal; inactive means no such curve, though single readings can be large or run the other way; further: potency means the concentration at half of the fitted maximal effect; % of control where 0% means no effect
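Fluorescence polarization binding of Tsg101 binding domain (10 uM final) to FITC-labeled PTAP peptide (50 nM final) in HEPES pH 7.5 buffer with NaCl, Tween 20, EDTA, TCEP. Compounds added before peptide; binding 20 min at RT.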
TCR activator = T cell receptor activation | 330,000 tested, under 10 active | AID 504894 | primary human leukocytes, anti-CD3, IL-2 HTRF, 48 h | Potency, µM (doses to about 9.22 µM), for inactives: at the top dose activation of IL-2 secretion, actives largely listed as activators; further: % of control where 0% means no effect
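Readout: HTRF IL-2, Eu-cryptate/d2 antibody pair, 320nm excitation, 665nm emission. Stimulus: a-CD3 beads, no co-stimulation. Cells: primary human leukocytes. Exposure: 48 hr with compound.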
a7 integrin act = integrin-mediated muscular dystrophy alleviation activation | alpha7betagal myoblasts, beta-gal FDG fluorescence, 48 h | 0.064% of 350,000 active | Potency, µM (top dose mostly 38.3 µM), for inactives: at the highest dose activation, most hits filed as activators;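 further: potency means the concentration at half of the fitted maximal effect; 100% = response of the positive control SU9516; nearly all actives have a fitted effect of over 60% in size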
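alpha7betagal+/- myoblasts (passage 13, 250/well) treated 48 h at 37C with compounds at 1:260 dilution of DMSO stock. Lysed, then beta-galactosidase activity read as FDG fluorescence (ex 480/em 540) after 30 min, with pre-read for autofluorescence.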
MBNL1-CUG inh = MBNL1-poly(CUG) RNA binding inhibition; TR-FRET MBNL1-His/biotin-(CUG)12 binding, 665/545 ratio; Potency, µM (highest dose often 57.5 µM), for the others: at the top dose activity change, negative = inhibition, most hits filed as inhibitors; 0.036% of 280,000 active; AID 2675; active means well fitted inhibition curve with a large enough effect in the signal ratio, with a control signal flat, not every such curve was filed as active; inconclusive means small, poorly fitted or top-dose-only effect, or effect the other way, or a change in a side signal; inactive means no such curve, though single readings can be large or run the other way; the % refers to the signal ratio; further: potency means the concentration at half of the fitted maximal effect; on the % scale 0 is the no-effect control and ±100 the full control effect
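TR-FRET readout: Ex 340 nm, 665/545 nm emission ratio, normalized to buffer-only (basal) and MBNL1-(CUG)12 controls. Complex of MBNL1-His with Biotin-(CUG)12, compounds 92 nM–58 uM, incubated 60 min at room temperature.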
S-ASM inh = blocks human secretory acid sphingomyelinase; P17405; placental ASM, HMU-PC fluorogenic substrate, 60 min; Potency, µM (titrated, usually from 57.5 µM), without a hit: at the highest dose activity change, negative = inhibition, usual class: inhibitors; 0.006% of 340,000 active; AID 504937; further: potency means the concentration at half of the fitted maximal effect
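Fluorescence read-out (Ex 386 nm, Em 447 nm) after stopping the reaction at pH 10. Enzyme: ASM from human placenta; substrate HMU-PC0, 9 uM final; 60 min, 37 °C. Compound preincubation 10 min, ambient temperature.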
CXXC DNA block = blocks binding of human MLL CXXC domain to DNA. MLL-CXXC / FITC-HOXA9 DNA fluorescence polarization. 0.037% of 290,000 active. AID 2662. Potency, µM (doses to about 115 µM), for inactives: at the top dose activity change, negative = inhibition, most hits filed as inhibitors; active means well fitted inhibition curve with a large enough effect in the polarisation, with a control signal flat, not every such curve was filed as active; inconclusive means small, poorly fitted or top-dose-only effect, or effect the other way, or a change in a side signal; inactive means no such curve, though single readings can be large or run the other way; the % refers to the polarisation; further: potency means the concentration at half of the fitted maximal effect
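Steps: dispense CXXC domain solution (7 uM) → pin compounds or unlabeled HOX-A9 DNA control → 5 min ambient → add FLSN-HOX-A9 solution (50 nM) → spin → 30 min ambient → fluorescence polarization. Tris pH 7.5/NaCl/DTT/BSA buffer.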
Menin MLL FP TR = displaces Texas Red mutant MLL peptide from human menin | 0.23% of 270,000 active | AID 1768 | Potency, µM (top dose mostly 61.6 µM), for the others: at the highest dose FP activity change, negative = inhibition, usual class: inhibitors | O00255 | Menin + Texas Red MLL mutant peptide, fluorescence polarization; active means well fitted inhibition curve with a large enough effect in the polarisation, with a control signal flat, not every such curve was filed as active; inconclusive means small, poorly fitted or top-dose-only effect, or effect the other way, or a change in a side signal; inactive means no such curve, though single readings can be large or run the other way; the % refers to the polarisation; further: potency means the concentration at half of the fitted maximal effect; % of control where 0% means no effect; many of its hits are not listed in these tables
Mito fusion yeast = blocks mitochondrial division or promotes mitochondrial fusion. S. cerevisiae fusion-defective mutant growth rescue, CellTiterGlo 48 h. Potency, µM (top dose mostly 46.1 µM), without a hit: top-dose growth rescue (activation), hits mostly activators. 0.23% of 320,000 active. AID 485298;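 further: potency means the concentration at half of the fitted maximal effect; % of control where 0% means no effect; nearly all actives have a fitted effect of over 45% in size; temperature-sensitive fusion mutants such as fzo1-1 at 37 °C on non-fermentable ethanol glycerol medium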
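Yeast fusion mutant, YPEG (non-fermentable carbon), compound, 48 h at 37C non-permissive; CellTiterGlo added, 10 min RT, luminescence read. Rescued growth = division inhibition.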
The depositor's hits bear a star; ? = inconclusive; nt = not tested or not shown; [ ] = dose if it differs, or a comment. Unless noted, the call rests on the fitted dose curve; in most records, active means well fitted curve in the direction sought with a large enough effect; inconclusive means small, poorly fitted or top-dose-only effect, or another doubt; inactive means no such curve, though single readings can be large; an effect the other way counts as inactive or inconclusive.

SMILES	TSHR antagonist	A-T KAP1 phos	PTAP TSG101 blk	TCR activator	a7 integrin act	MBNL1-CUG inh	S-ASM inh	CXXC DNA block	Menin MLL FP TR	Mito fusion yeast
O=C(CCc1nnc2ccc(NCc3ccco3)nn12)Nc1ccccn1	-6	5%	-1%	0%	0%	-3%	2%	7%	nt	0%
CCOC(=O)C1CCCN(C/C=C/c2ccccc2[N+](=O)[O-])C1 (stereo not drawn)	-3	-5%	nt	nt	-32%	?	3%	20%	-22%	1%
CCOc1cc(/C=N/NC(=O)c2cc(C3CC3)[nH]n2)ccc1O	2	-1%	1%	1%	-11%	16%	0%	3%	10%	2%
OCCN1C[C@H](O)[C@@H](O)[C@H](O)[C@H]1CO	-1	nt	nt	nt	nt	1%	nt	-3%	0%	-1%
CCOC(=O)c1sc(N2N=C(C)/C(=C\c3ccc(OCC(=O)OC)cc3)C2=O)nc1C	9	0%	-1%	-10%[46.1 µM]	4%	0%	-6%	16%	25%	-7%
Cc1nc(C(F)(F)F)c(C(=O)N/N=C(\N)c2ccccn2)s1	1	4%	0%	6%	-32%	24%	0%	-1%	-8%	0%
CO/N=C/NC(=O)NOCc1c(Cl)cccc1Cl	nt	nt	-3%	1%	-2%	-7%	3%	3%	-9%	0%
COc1ccccc1NC(=O)C1CCN(S(C)(=O)=O)CC1	11	3%	-14%	2%	14%	1%	-2%	6%	1%	-1%
COc1ccnc(N=CNOCc2cccc(C(F)(F)F)c2)c1C#N	2	-5%	-4%	1%	-12%	2%	-7%	-13%	13%	3%
Cc1ccc(N=c2sc(C)c(C)n2C)cc1	8	2%	-3%	0%[46.1 µM]	13%	1%[11.5 µM]	4%	5%	0%	nt
Cc1cccc(C(=O)Nc2cc(=O)n(C)c(=O)n2C)c1	-5	1%	-7%	-5%[46.1 µM]	-5%	-7%	1%	12%	4%	-3%
CC(=O)n1c2ccccc2c2ccccc21	-3	-3%	-5%	3%	-11%	0%	-4%	0%	-1%	3%
O=C(CN1C(=O)NC2(CCCCCCC2)C1=O)Nc1ccc(Cl)cc1	10	7%	-2%	10%	-16%	nt	-2%	nt	nt	-2%
COc1cc(/C=C2\SC(N)=NC2=O)ccc1O	-11	-9%	0%	7%	-8%	?	-4%	2%	-1%	1%
O=C(NCCc1ccc(F)cc1)c1ccncc1	1	-3%	-8%	-17%	1%	-4%	5%	-9%	nt	1%
Cc1ccc(S(=O)(=O)N2CCN(C(=O)COC(=O)CNC(=O)c3ccccc3)CC2)c(C)c1	-3	0%	-3%	-11%	22%	nt	1%	nt	nt	1%
CCCn1nnnc1NCc1c(Cl)cccc1Cl	31	3%	0%	6%	8%	-3%	6%	-6%	2%	-5%
O=C(O)C1CCC(=O)N(C2CC2)C1c1ccccc1 (stereo not drawn)	7	-3%	-6%	-3%	-6%	2%	0%	4%	52%[activator]	2%
CC(C)CNC(=O)C1(N2C(=O)c3ccccc3C2=O)CCCC1	nt	nt	0%	-1%	-11%	nt	3%	nt	nt	nt
c1ccn(-c2ccc(N3CCOCC3)cc2)c1	2	-10%	-2%	2%	2%	-5%	-9%	0%	?	-6%
CC(=O)c1ccc(NC(=O)c2ccc(-n3cnnn3)cc2)cc1	9	2%	-5%	-2%	19%	nt	-3%	nt	nt	-7%
O=C(NCC1CCCCC1)c1ccc(Cl)nc1	-3	-8%	-1%	2%	10%	-2%	3%	3%	3%	-1%
C[C@@H]1CC[C@]2(C(=O)O[C@@H]3O[C@H](CO)[C@@H](O)[C@H](O)[C@H]3O)CC[C@]3(C)C(=CCC4[C@@]5(C)CC[C@H](O[C@@H]6OC[C@H](O)[C@H](O[C@@H]7O[C@H](CO)[C@@H](O)[C@H](O)[C@H]7O)[C@H]6O)C(C)(C)C5CC[C@]43C)C2[C@]1(C)O (stereo partly drawn)	2	1%	1%	5%	2%	nt	2%	nt	nt	nt
O=C(CN1CCOCC1)Nc1c(-c2ccccc2)c2cc(Br)ccc2[nH]c1=O	-8	4%	-12%	1%	-14%	-6%	-3%	0%	-19%	-3%
N#Cc1ccc(OCC(=O)N2CCc3ccccc32)cc1	nt	4%	-2%	0%	1%	nt	-1%	nt	nt	nt
O=C(Cn1c(=O)oc2cc(S(=O)(=O)N3CCCCC3)ccc21)N1CCCCC1	-8	1%	-7%	-1%	-19%	-1%	-1%	38%[activator]	nt	-1%
Nc1ccc2ncccc2c1	3	?	-2%	-3%	16%	?	11%	9%	11%	0%
CN(C)S(=O)(=O)c1ccc(S(=O)(=O)N2CCN(CCC#N)CC2)cc1	4	2%	1%	0%	4%	-3%	5%	2%	-4%	-6%
Cc1c(C(=O)NCCCN2CCOCC2)oc2ccc(S(=O)(=O)N3CCOCC3)cc12	-8	2%	-1%	15%	33%	-5%	4%	5%	0%	-5%
O=C(Nc1ccc(CN2CCOCC2)cc1)c1ccc(-c2ccc(Br)cc2)o1	-5	-5%	-9%	4%	?	?	-12%	9%	26%	?
O=C(NN=C(c1ccccc1)c1ccccc1)C(CCl)C1CCCCC1 (stereo not drawn)	34	5%	0%	-6%	5%	nt	-7%	nt	nt	-8%
O=S(=O)(NCCCCCNS(=O)(=O)c1c(F)cccc1F)c1ccc2c(c1)OCCO2	-2	4%	nt	-12%	nt	nt	0%	nt	nt	-2%
CCC(C(=O)NC1CCCC1)N(C(=O)Cn1nnc(-c2ccc(C)o2)n1)c1ccc(OC)cc1 (stereo not drawn)	8	7%	-2%	0%	-9%	-2%	0%	1%	-5%	-6%
O=C(N/N=C/C(Cl)=C\c1ccccc1)c1cccs1	0	2%	-8%	-7%	-15%	17%	-4%	25%	nt	0%
CCN1CCN(S(=O)(=O)c2ccc(S(=O)(=O)NCC3CCCO3)cc2)CC1 (stereo not drawn)	7	0%	-4%	-1%	-13%	-3%	-2%	1%	21%	0%
CCN1CCN(CC(=O)Nc2ccc3c(c2)OCO3)C(=O)C1=O	-8	-1%	0%	0%[46.1 µM]	37%	-10%	4%	1%	0%	-3%
O=C(Nc1cccc2nsnc12)c1ccc(-c2cccc(Cl)c2)o1	-11	25%	6%	3%	2%	26%	87%[activator]	8%	?	0%
COc1ccc(CCNC(=O)COC(=O)c2cncc(Br)c2)cc1OC	nt	-18%	-1%	nt	-4%	nt	-2%	nt	nt	nt
O=C(Nc1ccccc1C(=O)Nc1ccccn1)c1ccccc1F	7	-4%	-4%	-1%	-6%	7%	4%	-20%	15%	10%
CC1CCCC(NC(=O)c2ccc3c(c2)N(Cc2ccccc2)C(=O)CS3=O)C1C (stereo not drawn)	-2	-5%	0%	-4%	10%	-2%	-1%	1%	3%	2%
CC1(/[N+]([O-])=C/c2ccccc2F)CCCCC1=O (stereo not drawn)	3	4%	-1%	2%	20%	6%	-2%	2%	16%	3%
CCN(CC(=O)Nc1ccc(N2CCOCC2)cc1)CC(=O)NC(C)(C)C	10	4%	-1%	nt	-22%	nt	-3%	-4%	1%	1%
O=C1C(=O)N(CCO)C(c2ccccc2)/C1=C(\O)c1ccccc1 (stereo not drawn)	12	2%	-6%	-4%	20%	12%	3%	-4%	9%	2%
COc1ccc(CN(C)CC(=O)Nc2ccc(SC(F)F)cc2)cc1OC	11	-2%	-2%	-1%	-43%	-7%	-3%	10%	0%	-5%
COc1cc(OC)cc(C(=O)N[C@H](C(=O)OCn2nnc3ccccc3c2=O)C(C)C)c1	0	-4%	1%	nt	0%	4%	6%	0%	-19%	6%
Cc1ccc(N2CCN(C(=S)c3ccc(-c4ccccc4[N+](=O)[O-])o3)CC2)cc1	-2	23%	-6%	-4%	-11%	-8%	-8%	0%	nt	4%
CN(CC(=O)Nc1ccccc1C(F)(F)F)C(=O)CSCc1ccccc1	-4	11%	-5%	-1%	-17%	nt	4%	nt	nt	0%
CCCc1cc(C(=O)N2CCCC(C(=O)c3cccc4ccccc34)C2)n(C)n1 (stereo not drawn)	0	2%	-7%	-65%	-10%	10%	-2%	1%	?	8%
CCCN(CC(=O)Nc1ccc(Cl)cc1Cl)C(=O)/C=C/c1ccco1	-9	1%	-2%	-3%[46.1 µM]	0%	?	-5%	-23%	3%	1%
CCOc1ccc(OCc2ccc(C(=O)N3CCc4ccccc4C3)o2)cc1	-13	4%	-4%	nt	-30%	-11%	-6%	2%	?	1%
Cc1ccc(C(=O)N/N=C/c2ccc(S(=O)(=O)O)o2)c(Cl)c1	14	?	-4%	-6%	4%	?	2%	-9%	?	0%

These rows are one share of the data; rates above refer to the full screens.
